Keap1-Nrf2 PPI: Keap1-Nrf2 protein-protein interaction inhibitors, primary screen, biochemical, fluorescence polarization, single point | Kelch-like ECH-associated protein 1 (Homo sapiens), Q14145 | Keap1 Kelch-Nrf2 peptide fluorescence polarization, 1536-well | inhibition, % at 9.4 µM | hit rate 0.15% among 340,000 | AID 504523, 2011; in the data active = inhibition above about 12%;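 note: human Keap1 Kelch domain with fluorescein labeled Nrf2 9mer peptide probe; 0% = neutral control wells and 100% = peptide positive control; higher means more block of Keap1 binding to Nrf2 peptide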
cardiac RTF act: cardiac RTF calcium sensitivity activators, primary screen, biochemical, IANBD-TnC fluorescence, EC20 calcium. IANBD-labeled TnC RTF fluorescence at EC20 calcium; 0% EC20 calcium, 100% full calcium. Troponin I, cardiac muscle (Homo sapiens) + Troponin T, cardiac muscle (Homo sapiens) + …. activation, % at 7.2 µM. hit rate 0.24% among 340,000;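 active = activation above the mean over all tested compounds plus 3 SD, cut at about 30% in these data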;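 note: rise in fluorescence read as greater calcium sensitivity of cardiac thin filaments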
CDK5 p35 inh: inhibitors of human CDK5/p35 kinase, primary screen, biochemical, single concentration; Cyclin-dependent kinase 5 (Homo sapiens) + Cyclin-dependent kinase 5 activator 1 (Homo …; Recombinant CDK5/p35, ADP-Glo luminescence, 60 min; inhibition, % at 10 µM; hit rate 0.01% among 330,000; AID 488839, 2010;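 active = highest replicate inhibition of at least 50% and at least 75% of replicates reaching 50%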;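 note: plate controls were DMSO neutral control for no effect and GW8510 at 10 µM for full effect; many of its hits are not listed in these tables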
PfHsp90 yeast 2: growth inhibition of PfHsp90-expressing yeast, primary screen, antimalarial PfHsp90 inhibitor project, S. cerevisiae, BacTiter-Glo luminescence, single point, set 2; inhibition, % at 9.4 µM; AID 504621, 2011; hit rate 0.32% among 310,000; BacTiter-Glo ATP, 48 h; yeast lacking PDR1 and PDR3 efflux regulators;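 active = every replicate shows inhibition above about 80%, whatever the replicate mean, limit read from the data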;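 note: 0% = DMSO neutral controls and 100% = 20 µM radicicol positive controls; yeast relying on Plasmodium falciparum Hsp90 in place of its own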
PvdQ inh: P. aeruginosa PvdQ acylase inhibitors, primary screen, biochemical, fluorescence, plate reader and imaging, single point; hit rate 0.063% among 340,000; inhibition, % at 10 µM; PvdQ acylase [Pseudomonas aeruginosa LESB58]; AID 488965, 2010; purified PvdQ acylase; in the data active = inhibition above about 30%, passing the limit was not always enough;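 note: 0% = vehicle neutral wells and 100% = reference inhibitor wells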
Rtt109 Vps75: inhibitors of C. albicans Rtt109/Vps75 HAT, primary screen, biochemical, ThioGlo CoA-SH fluorescence, plate reader; hit rate 0.16% among 330,000; inhibition, % at 34.9 µM; purified Rtt109/Vps75, 4 h;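 active = inhibition of at least 50% in every replicate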
SUMO Mot1 rescue: yeast Mot1-301 growth rescue at high temperature, primary screen, SUMOylation pathway inhibitor project, S. cerevisiae, ATP luminescence, 38.5C; S. cerevisiae Mot1-301 growth rescue; percent above DMSO median, 100 means doubled; growth rescue, % at 18.8 µM; hit rate 1% among 320,000;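 active = every valid replicate shows activation above 250% relative to neutral control wells; inactive = the rest, any valid replicate at or below 250%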;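 note: OY570 slx delta 5 strain wells were the positive control but not used for scaling; some compounds called inactive have numbers as strong as hits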
LANA DNA inh: inhibitors of KSHV C-LANA binding to DNA, primary screen, biochemical, fluorescence polarization, FAM-LBS DNA, MBP-C-LANA, single point | Kaposi's sarcoma herpesvirus LANA C-terminal domain (residues 932-1162) DNA binding | inhibition, % at 9 µM | hit rate 0.078% among 340,000 | AID 504423, 2011;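 active = highest replicate inhibition at or above 60% at 9 µM, even if other replicates fall short; inactive = all replicates below 60% inhibition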;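 note: 0% = neutral control wells and 100% = 4 µM acridine orange control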
NSD2 inh: NSD2 histone methyltransferase inhibitors, primary screen, biochemical, AlphaScreen, single concentration, set 2. Histone-lysine N-methyltransferase NSD2 (Homo sapiens), O96028. NSD2 peptide methylation, 120 min. inhibition, % at 12.5 µM. hit rate 0.54% among 310,000; in the data active = inhibition above about 50%
dFosB act: activators of delta FosB homodimer, primary screen, biochemical, fluorescence polarization, TAMRA-CDK5 oligo, single point; hit rate 0.99% among 340,000; purified delta FosB; percent of positive-control signal above neutral wells; activation, % at 25 µM; Protein FosB (Mus musculus), P13346;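 active = mean activation above about 17%, with every replicate also reaching it, limit read from the data, passing the limit was not always enough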;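 note: fluorescence polarization rise as delta FosB binds a TAMRA Cdk5 AP-1 oligo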
RTF Ca sens inh: cardiac RTF calcium sensitivity inhibitors, primary screen, biochemical, IANBD-TnC fluorescence, EC70 calcium | hit rate 0.12% among 340,000 | inhibition, % at 7.15 µM | AID 493244, 2011 | IANBD-labeled cardiac RTF, Ca2+ fluorescence;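 active = inhibition above the mean inhibition of all tested compounds plus 3 SD, cut at about 17% in these data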;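 note: assay run at fixed EC70 calcium of 1.6 mM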
An asterisk follows results filed as active; nt = no result given.

The opening ten compounds, ahead of the listing:
Every second line gives: Keap1-Nrf2 PPI	cardiac RTF act	CDK5 p35 inh	PfHsp90 yeast 2	PvdQ inh	Rtt109 Vps75	SUMO Mot1 rescue	LANA DNA inh	NSD2 inh	dFosB act	RTF Ca sens inh
> NC(=O)c1c(NC(=O)Cn2nc(C(=O)O)c3ccccc3c2=O)sc2c1CCCC2
 : -12	-2	-0.7	-18	-18	12	10	1.1	-5	91*	0
> O=S(=O)(NCc1ccc(Cl)cc1Cl)c1ccc(N2CCOCC2)nc1
 : 4	4	1.9	9	-10	-1	63	0.1	-2	-3	-3
> O=C(Nc1ccc(Cl)cn1)c1cccc2ccccc12
 : -1	-1	0.5	-20	-8	0	10	-1.4	-2	-6	1
> CN(C(=O)c1cccc(NC(=O)Cc2ccc(NC(=O)C3CCN(C(=O)C4CC4)CC3)cc2)c1)C1CC1
 : 1	9	1.1	3	25	0	nt	0.1	nt	2	0
> COc1ccc(C(=O)NCC(=O)OCCOc2ccc(Cl)cc2)cc1OC
 : -2	-5	-0.2	nt	0	-12	0	-0.5	-2	2	10
> COc1ccc(CCNS(=O)(=O)c2ccc3[nH]c(=O)[nH]c3c2)cc1
 : -1	3	0.6	nt	-6	-1	3	0.2	2	-3	-1
> CCOC(=O)c1cc(-c2ccc(C)o2)n[nH]1
 : -6	7	-1.1	23	1	-1	139	-0.9	8	-2	0
> CC(=O)NNc1cc(N2CCOCC2)nc(N2CCOCC2)n1
 : -53	9	0.2	5	-5	-4	-17	-3.2	nt	-6	-4
> Nn1c(-c2ccccc2)cc(-c2ccccc2)cc1=O
 : 7	-1	0.2	-2	11	9	-7	-3.4	nt	-10	-16
> COCCn1nnnc1C(c1cc2cc(C)cc(C)c2[nH]c1=O)N1CCN(c2ccccc2F)CC1 (centres undefined)
 : -6	1	0.3	-10	-14	-3	0	1.2	1	-3	-4

The list itself, from the start:
Every second line gives: Keap1-Nrf2 PPI	cardiac RTF act	CDK5 p35 inh	PfHsp90 yeast 2	PvdQ inh	Rtt109 Vps75	SUMO Mot1 rescue	LANA DNA inh	NSD2 inh	dFosB act	RTF Ca sens inh
> NC(=O)c1c(NC(=O)Cn2nc(C(=O)O)c3ccccc3c2=O)sc2c1CCCC2
 : -12	-2	-0.7	-18	-18	12	10	1.1	-5	91*	0
> O=S(=O)(NCc1ccc(Cl)cc1Cl)c1ccc(N2CCOCC2)nc1
 : 4	4	1.9	9	-10	-1	63	0.1	-2	-3	-3
> O=C(Nc1ccc(Cl)cn1)c1cccc2ccccc12
 : -1	-1	0.5	-20	-8	0	10	-1.4	-2	-6	1
> CN(C(=O)c1cccc(NC(=O)Cc2ccc(NC(=O)C3CCN(C(=O)C4CC4)CC3)cc2)c1)C1CC1
 : 1	9	1.1	3	25	0	nt	0.1	nt	2	0
> COc1ccc(C(=O)NCC(=O)OCCOc2ccc(Cl)cc2)cc1OC
 : -2	-5	-0.2	nt	0	-12	0	-0.5	-2	2	10
> COc1ccc(CCNS(=O)(=O)c2ccc3[nH]c(=O)[nH]c3c2)cc1
 : -1	3	0.6	nt	-6	-1	3	0.2	2	-3	-1
> CCOC(=O)c1cc(-c2ccc(C)o2)n[nH]1
 : -6	7	-1.1	23	1	-1	139	-0.9	8	-2	0
> CC(=O)NNc1cc(N2CCOCC2)nc(N2CCOCC2)n1
 : -53	9	0.2	5	-5	-4	-17	-3.2	nt	-6	-4
> Nn1c(-c2ccccc2)cc(-c2ccccc2)cc1=O
 : 7	-1	0.2	-2	11	9	-7	-3.4	nt	-10	-16
> COCCn1nnnc1C(c1cc2cc(C)cc(C)c2[nH]c1=O)N1CCN(c2ccccc2F)CC1 (centres undefined)
 : -6	1	0.3	-10	-14	-3	0	1.2	1	-3	-4
> Cc1ccc(S(=O)(=O)N2CCCC2)cc1C(=O)NCc1ccccc1CN1CCCC1
 : 2	-5	2.3	16	-4	5	-15	-0.7	-3	-4	-5
> Cc1ccc(-n2c(CCC(=O)O)ccc2-c2cccs2)cc1
 : -9	12	-2.9	19	-24	9	-9	1.4	7	-11	-10
> CC(=O)N1c2ccc(S(=O)(=O)NCCC(=O)Nc3ccc(F)cc3C)cc2CC1C (centres undefined)
 : -5	2	-1.6	-22	-2	8	0	-0.8	-1	-8	1
> CCc1ccccc1NC(=S)N(CCN1CCCCCC1)Cc1ccco1
 : -3	-4	0.3	-27	6	-3	-18	-0.8	0	2	-1
> O=S(=O)(c1ccc(Cl)cc1)n1nnc2ccccc21
 : -5	10	-0.6	nt	-10	-23	-4	-0.1	0	6	-6
> Cc1noc(C(F)(F)F)c1C(=O)NNC(=O)c1ccccc1
 : 5	0	1.2	-5	-5	-6	0	0.4	1	-3	5
> O=C(CN1CCCC1)NC12CC3CC(CC(C3)C1)C2
 : -1	-3	-0.8	-4	1	2	-21	0.8	5	5	-6
> CCOC(=O)CC(NC(=O)CCc1c(C)nc2ncnn2c1C)c1ccc(C)cc1 (centres undefined)
 : -3	2	0.5	9	-11	-14	-9	0.4	14	-2	-10
> CN(Cc1ccc(Cl)s1)C(=O)CSc1nnc(C2CC2)n1C1CC1
 : 6	-7	0.0	13	4	-1	-26	1.4	-2	-8	-1
> O=C(NCCN1CCOCC1)c1cc2ccccc2oc1=O
 : -1	-3	0.0	-1	-8	-8	-9	-2.2	-1	7	4

(next part)
Every second line gives: Keap1-Nrf2 PPI	cardiac RTF act	CDK5 p35 inh	PfHsp90 yeast 2	PvdQ inh	Rtt109 Vps75	SUMO Mot1 rescue	LANA DNA inh	NSD2 inh	dFosB act	RTF Ca sens inh
> Oc1ccccc1/C=C/c1noc(-c2ccccc2O)n1
 : -2	-2	-0.1	-25	-10	4	3	-0.6	-4	10	-5
> COc1cc(CNCc2cc(OC)ccc2OC)cc(OC)c1
 : -5	6	-1.4	15	-11	-22	129	-0.6	8	-3	-14
> CC(C)CCn1cnc2c(oc3nc4c(cc32)CCCC4)c1=O
 : 0	0	-0.3	-14	2	-5	-25	-0.3	8	-14	-4
> Cc1cc(C(=O)OCC(=O)Nc2cccc(S(N)(=O)=O)c2)c2ccccc2n1
 : 1	-2	-0.7	-5	-3	-3	647*	-0.5	-1	-21	5
> Cn1c2c(c3cc([N+](=O)[O-])ccc31)CCCC2
 : 0	3	0.3	-5	-15	3	-20	0.2	0	-1	-8
> CCC(=O)NCCC(c1ccco1)c1ccccc1OC (centres undefined)
 : -4	3	-5.8	31	-2	0	-10	0.6	2	2	-5
> COc1ccc2c(c1OC)C(=O)N(c1ccccc1)C2=O
 : 1	-5	0.1	-12	14	4	11	-1.4	1	-3	1
> CN1CCCN(C(=O)c2ccc(Cl)s2)CC1
 : -3	3	1.7	6	-13	-6	96	-1.2	6	-6	-6
> Cc1ccc(CC(C(=O)O)C(C)C(=O)Nc2ccc(F)cc2)cc1 (centres undefined)
 : 2	-3	-1.2	-2	8	3	519	-1.2	0	3	-1
> O=c1c(-c2nc3ccccc3s2)cccn1Cc1ccc(Cl)c(Cl)c1
 : 1	0	-0.5	nt	-1	-4	134	-0.2	-5	-11	-2
> COc1ccc(-c2cc(C(=O)N3CC(C)CC(C)C3)c3ccccc3n2)cc1 (centres undefined)
 : -1	-8	-3.0	nt	-16	-11	-5	-0.7	-3	-13	-14
> Cc1ccccc1C(=O)OC(C)CN1CCOCC1 (centres undefined)
 : 2	-9	-1.1	55	2	-4	-15	-0.7	-1	-2	-3
> C=CCNC(=O)COC(=O)c1cc(S(=O)(=O)N2CCOCC2)ccc1N1CCCCC1
 : -1	8	-0.5	-14	-1	-3	12	0.6	-1	-6	-2
> COC(C(=O)NNC(=O)Cc1ccc(Cl)cc1)c1ccccc1 (centres undefined)
 : 2	3	1.2	-14	-13	7	26	1.7	-2	-4	-3
> COc1ccc(-c2csc(/C(C#N)=C(\O)CSc3nccn3C)n2)cc1OC
 : -3	1	-1.0	8	-8	14	1	0.9	12	-8	1
> CCOc1ccccc1C(=O)Nc1cnn(Cc2ccc(F)cc2)c1
 : -5	6	1.5	-3	0	10	5	1.9	-1	-3	0
> CCOCCCNCC(O)c1ccccc1 (centres undefined)
 : 0	1	2.7	6	-14	-3	-15	1.1	-1	9	-5
> COc1nc(NC(C)(C)C)nc(Oc2ccc(=O)n(-c3ccccc3)n2)n1
 : -5	4	1.9	-7	-10	7	-5	-0.7	0	-11	-7
> Cc1ccc(S(=O)(=O)Nc2ccccc2/C=N/c2nc3ccccc3n2C)cc1
 : -5	1	nt	-9	-7	5	31	4.1	nt	-3	-20
> COc1cc(C(C(=O)NC(C)(C)C)N(Cc2ccccc2)C(=O)c2cnccn2)cc(OC)c1OC (centres undefined)
 : -5	-1	-0.6	14	-7	-8	-26	0.1	-3	3	0

Remaining list, next part.
Every second line gives: Keap1-Nrf2 PPI	cardiac RTF act	CDK5 p35 inh	PfHsp90 yeast 2	PvdQ inh	Rtt109 Vps75	SUMO Mot1 rescue	LANA DNA inh	NSD2 inh	dFosB act	RTF Ca sens inh
> CCC(=O)NNC(=O)c1cc(COc2cc(Cl)cc(Cl)c2)on1
 : 4	-2	0.4	5	11	-3	3	0.9	-2	-8	-2
> CN(C)S(=O)(=O)c1cccc(NC(=S)NN=C(Cc2ccccc2)Cc2ccccc2)c1
 : -10	6	0.7	-45	-4	3	-11	-0.9	-4	-15	-8
> CCC(C)NC(=O)C(Cc1ccccc1)NS(=O)(=O)c1ccc2c(c1)CCC(=O)N2 (centres undefined)
 : -1	-2	-0.1	-1	-5	0	11	-0.3	-4	4	-7
> CCOc1cc(C(=O)O)cc(Cl)c1OCC#N
 : -1	0	-2.3	-23	-14	3	-6	2.5	-1	1	-3
> Cc1nc(SCCOc2ccccc2)[nH]c(=O)c1Cc1ccccc1
 : 1	-2	2.4	-3	3	-1	-11	-0.3	-3	-5	-1
> CC(=O)/C(=N\Nc1ccccc1)Sc1cccc2cccnc12
 : 1	2	0.0	7	10	0	-1	-1.5	0	7	2
> Cn1c(NC(=O)c2ccco2)cc(=O)n(C)c1=O
 : -3	6	-2.6	nt	-3	-4	8	-0.9	-2	-4	-8
> Nc1ccccc1-n1c(=O)n(Cc2ccccc2F)c(=O)c2[nH]cnc21
 : -2	2	1.7	-21	-10	1	-10	-2.3	-1	-4	-10
> CCN(CC)C(=O)c1[nH]cnc1C(=O)NC1CCN(C(=O)OC(C)(C)C)CC1
 : -4	-7	0.3	6	10	1	4	0.3	nt	1	0

From PubChem BioAssay
